IDH1 mut inh: IDH1 R132H (human) inhibition; inhibition, % at 10 µM; O75874; IDH1 R132H reductase, diaphorase/resazurin fluorescence, 60 min; 70,000 tested, 0.18% active; in the data active means inhibition above about 34%;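 further: 0% = DMSO and 100% = no enzyme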
PRC2 inh: EZH2 (human) methyltransferase inhibition; Q15910; PRC2 H3K27 methylation, DELFIA TRF, 1 h; inhibition, % at 12.5 µM; 57,000 tested, 0.35% active; AID 651548;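 active means mean inhibition of replicates at least 50% and every single replicate also reaching 50%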;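 further: dimethyl H3K27 on biotinylated H3 21-44 peptide detected by antibody; plate controls were median neutral control wells for no effect and median positive control wells for full effect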
Target sequence (Q15910 whole entry, looked up): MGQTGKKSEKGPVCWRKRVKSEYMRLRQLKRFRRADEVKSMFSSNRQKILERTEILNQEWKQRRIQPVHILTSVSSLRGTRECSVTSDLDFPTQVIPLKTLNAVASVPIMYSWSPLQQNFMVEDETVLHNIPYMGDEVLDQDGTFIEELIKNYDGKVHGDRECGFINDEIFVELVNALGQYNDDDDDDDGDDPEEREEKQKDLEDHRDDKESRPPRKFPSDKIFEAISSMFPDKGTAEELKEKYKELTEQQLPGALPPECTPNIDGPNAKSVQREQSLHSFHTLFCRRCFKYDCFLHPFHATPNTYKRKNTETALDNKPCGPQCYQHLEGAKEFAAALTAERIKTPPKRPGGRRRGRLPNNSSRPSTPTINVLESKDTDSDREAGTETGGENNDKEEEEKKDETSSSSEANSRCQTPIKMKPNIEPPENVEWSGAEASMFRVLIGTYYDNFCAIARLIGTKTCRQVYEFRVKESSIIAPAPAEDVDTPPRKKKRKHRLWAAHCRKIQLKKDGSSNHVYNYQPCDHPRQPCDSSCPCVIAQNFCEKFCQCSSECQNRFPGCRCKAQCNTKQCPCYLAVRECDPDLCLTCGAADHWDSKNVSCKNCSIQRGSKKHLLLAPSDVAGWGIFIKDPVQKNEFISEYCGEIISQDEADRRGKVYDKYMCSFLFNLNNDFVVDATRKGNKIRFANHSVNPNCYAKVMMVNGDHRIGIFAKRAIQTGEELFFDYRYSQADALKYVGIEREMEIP
Starred values were filed as active, the others as inactive; · = not tested or not shown; & = joins results of further samples. Some of the compounds tested. The share of hits here may be higher or lower than overall.

SMILES	IDH1 mut inh	PRC2 inh
C[C@H]1CN([C@@H](C)CO)C(=O)c2cccc(NC(=O)C3CCOCC3)c2O[C@@H]1CN(C)Cc1ccncc1	2.2	-3
O=C(C[C@H]1C=C[C@@H](NC(=O)Nc2cc(F)ccc2F)[C@@H](CO)O1)Nc1ccccc1	-0.5	5
C[C@H](CO)N1C[C@H](C)[C@@H](CN(C)Cc2ccc3c(c2)OCO3)Oc2ccc(NC(=O)C3CC3)cc2C1=O	2.7	-5
Cc1nnc(Sc2nc3ccc(Cl)cc3s2)n1-c1ccc2c(c1)OCCO2	1.7	4
COc1cccc(C#Cc2ccc3c(c2)O[C@H](CN(C)C(=O)c2ccccn2)[C@@H](C)CN([C@@H](C)CO)S3(=O)=O)c1	-10	-20
COc1cc(OC)c(C(O)C(C)O)cc1OC (stereo not drawn)	0.3&-0.4	17
COc1ccc(NC(=O)Nc2ccc3c(c2)C(=O)N([C@@H](C)CO)C[C@@H](C)[C@H](CN(C)Cc2ccc4c(c2)OCO4)OCCCC[C@@H](C)O3)cc1	0.1	·
C[C@H]1CN([C@@H](C)CO)S(=O)(=O)c2ccc(C#CC(C)(C)O)cc2O[C@@H]1CN(C)C(=O)C1CC1	-4.4	4
C[C@H](CO)N1C[C@H](C)[C@H](CN(C)C(=O)Nc2cccc3ccccc23)Oc2ccc(NS(=O)(=O)c3ccc(F)cc3)cc2C1=O	-0.1	·
COCC(=O)N1C[C@@H](C)[C@@H](OC)CN(C)C(=O)c2ccc(NC(=O)C3CCC3)cc2OC[C@H]1C	0.3	-4
CC1=C(C(=O)O)N2C(=O)[C@@H](NC(=O)[C@H](N)c3ccccc3)[C@H]2SC1	0.2	·
Cc1noc(C)c1S(=O)(=O)N(C)C[C@@H]1Oc2ccc(NC(=O)NC(C)C)cc2CC(=O)N([C@@H](C)CO)C[C@@H]1C	0.9	·
O=C(N[C@H]1C=C[C@H](CC(=O)N2CCN(c3ccccc3)CC2)O[C@@H]1CO)c1ccccc1	-0.6	-5
Cc1noc(C)c1S(=O)(=O)N(C)C[C@@H]1Oc2c(NC(=O)c3ccc(-c4nccs4)cc3)cccc2C(=O)N([C@H](C)CO)C[C@@H]1C	-15	·
COC(=O)CN(c1cccc(C)c1)S(=O)(=O)c1ccccc1	-0.7	-9
C[C@H](CO)N1C[C@H](C)[C@H](CN(C)S(=O)(=O)c2ccccc2)Oc2ncc(-c3cccc(C(F)(F)F)c3)cc2C1=O	-0.3	·
COc1ccc(C#Cc2cnc3c(c2)C(=O)N([C@H](C)CO)C[C@H](C)[C@H](CN(C)CC2CCCC2)O3)cc1	0.2	-34
CCCNC(=O)N(C)C[C@@H]1Oc2cc(-c3ccc(C)cc3)ccc2S(=O)(=O)N([C@@H](C)CO)C[C@@H]1C	5.0	2
COc1cccc(S(=O)(=O)Nc2ccc3c(c2)[C@@H]2C[C@H](CC(=O)NCC(F)(F)F)O[C@H](CO)[C@@H]2O3)c1	-4.5	-29
Nc1nnc(SCC(=O)Nc2ccc3c(c2)OCCO3)s1	-0.3	-2

Shown in CSV form: part of the list above.
smiles,IDH1 mut inh,PRC2 inh
CCCNC(=O)N(C)C[C@@H]1Oc2cc(-c3ccc(C)cc3)ccc2S(=O)(=O)N([C@@H](C)CO)C[C@@H]1C,5.0,2
COc1cccc(S(=O)(=O)Nc2ccc3c(c2)[C@@H]2C[C@H](CC(=O)NCC(F)(F)F)O[C@H](CO)[C@@H]2O3)c1,-4.5,-29
Nc1nnc(SCC(=O)Nc2ccc3c(c2)OCCO3)s1,-0.3,-2

Following part
SMILES	IDH1 mut inh	PRC2 inh
C[C@@H]1CCCCO[C@H](CN(C)Cc2ccncc2)[C@H](C)CN([C@@H](C)CO)C(=O)c2cc(NC(=O)CCCN(C)C)ccc2O1	·	4
C[C@H]1CN([C@@H](C)CO)C(=O)Cc2cc(NS(=O)(=O)c3cn(C)cn3)ccc2O[C@@H]1CN(C)Cc1ccc(Cl)c(Cl)c1	2.3	-3
C[C@H](CO)N1C[C@H](C)[C@@H](CN(C)C(=O)c2cccnc2)Oc2ncc(/C=C/c3ccccc3)cc2C1=O	-2.2	4
COc1ccc(C#Cc2ccc3c(c2)O[C@@H](CN(C)C(=O)c2ccccn2)[C@@H](C)CN([C@H](C)CO)S3(=O)=O)cc1	-0.3	-11
C[C@@H]1CN([C@H](C)CO)C(=O)Cc2cc(NC(=O)Nc3ccc(F)cc3)ccc2O[C@H]1CN(C)Cc1ccc(C(=O)Nc2ccccc2N)cc1	·	-2
COc1ccc(-n2c(SCC(=O)c3cccc([N+](=O)[O-])c3)nnc2-c2ccc(Cl)cc2)cc1	0.2	2
C[C@H]1CN([C@@H](C)CO)S(=O)(=O)c2ccc(-c3cncnc3)cc2O[C@@H]1CN(C)C(=O)Cc1cccnc1	-0.2	·
C[C@H]1CN([C@@H](C)CO)C(=O)c2cccc(NC(=O)c3ccncc3)c2O[C@H]1CN(C)C(=O)NC1CCCCC1	0.4	2
CC(C)(C)[S@](=O)N1Cc2cc(C(=O)N[C@@H]3CCN(Cc4ccccc4)C3)nc(-c3cccc(-c4cccnc4)c3)c2[C@@H]1CCO	0.6	-9
COc1ccccc1-c1cnc2c(c1)C(=O)N([C@H](C)CO)C[C@@H](C)[C@H](CN(C)C(=O)CN(C)C)O2	-2.9	4
CN1CCN(C(=O)C[C@H]2C[C@@H]3c4cc(NC(=O)c5cccnc5)ccc4O[C@@H]3[C@@H](CO)O2)CC1	-0.1	8
C[C@H]1CN([C@@H](C)CO)C(=O)CCCn2nncc2CO[C@H]1CN(C)S(=O)(=O)c1ccc(Oc2ccccc2)cc1	2.2	-26
C[C@H](CO)N1C[C@H](C)[C@H](CN(C)Cc2ccc(C(=O)Nc3ccccc3N)cc2)Oc2ccc(NS(=O)(=O)c3cn(C)cn3)cc2CC1=O	6.9	-12
COc1ccc2ccc(=O)oc2c1C(OC(C)=O)C(=O)C(C)C (stereo not drawn)	0.3	-14
O=C(NC(=S)Nc1ccccc1N1CCCC1)c1ccccc1Br	0.4	14
NCC[C@H]1CC[C@@H](NC(=O)c2ccccc2F)[C@@H](CO)O1	-0.2	11
COCC#Cc1cnc2c(c1)C(=O)N([C@H](C)CO)C[C@H](C)[C@@H](CN(C)C(C)=O)O2	-0.1	-1
Cc1ccc(NC(=O)CSc2nnc(-c3ccccc3)n2-c2ccccc2)c(Br)c1	0.6	3
CNC[C@@H]1OCCCC[C@@H](C)Oc2ccc(NS(=O)(=O)c3cn(C)cn3)cc2C(=O)N([C@@H](C)CO)C[C@H]1C	7.1	·
C[C@@H]1CN([C@@H](C)CO)C(=O)c2cc(NS(=O)(=O)c3ccccc3)ccc2O[C@@H](C)CCCCO[C@H]1CN(C)S(=O)(=O)c1ccc(F)cc1	0.7	·
Cc1noc(C)c1NC(=O)Nc1ccc2c(c1)C(=O)N([C@@H](C)CO)C[C@H](C)[C@@H](CN(C)S(=O)(=O)c1ccccc1)OCCCC[C@H](C)O2	0.1	·
OC(CSc1nc2ccccc2s1)Cn1c2ccccc2c2ccccc21 (stereo not drawn)	-0.3	29
COc1ccccc1NC(=O)Nc1ccc2c(c1)C(=O)N(C)C[C@@H](OC)[C@@H](C)CN[C@@H](C)CO2	-0.4	-7
C[C@H](O)C#Cc1cnc2c(c1)C(=O)N([C@H](C)CO)C[C@H](C)[C@H](CN(C)C(=O)c1ccccc1F)O2	-1.5	21
O=C(CCN1CCCCC1)N[C@@H]1C=C[C@@H](CC(=O)N2CCC(Cc3ccccc3)CC2)O[C@H]1CO	0.0	5
C[C@H]1CN([C@@H](C)CO)C(=O)c2cc(NC(=O)C3CCCCC3)ccc2O[C@@H]1CN(C)C(=O)Nc1cccc2ccccc12	·	18
COc1ccc(NC(=O)N(C)C[C@H]2Oc3ccc(NC(=O)NC(C)C)cc3C(=O)N([C@@H](C)CO)C[C@H]2C)cc1	1.9	·
O=C(C[C@@H]1CC[C@H](NC(=O)Cc2cccnc2)[C@@H](CO)O1)NCc1ccc2c(c1)OCO2	-0.2	-1
CCCC#Cc1cnc2c(c1)C(=O)N([C@H](C)CO)C[C@@H](C)[C@H](CN(C)S(C)(=O)=O)O2	-0.3	0
O=C(CCCC(=O)Nc1cc(C(F)(F)F)ccc1Cl)Nc1cc(C(F)(F)F)ccc1Cl	0.1	-1
COc1ccccc1S(=O)(=O)N[C@H]1C=C[C@H](CC(=O)N2CCOCC2)O[C@@H]1CO	0.3	-8
Cc1noc(C)c1NC(=O)Nc1ccc2c(c1)C(=O)N([C@@H](C)CO)C[C@H](C)[C@@H](CN(C)C(=O)Nc1ccc3c(c1)OCO3)OCCCC[C@H](C)O2	3.7	·
COc1cc(C(=O)Nc2ccc(C(=O)NCC3CCCO3)cc2)cc(OC)c1OC (stereo not drawn)	-0.1	-14
O=C(CN1CCOCC1)N[C@@H]1CC[C@H](CCNC(=O)C2CCCCC2)O[C@@H]1CO	0.0	-10
O=C(C[C@@H]1C[C@@H]2c3cc(NC(=O)c4cccnc4)ccc3O[C@@H]2[C@@H](CO)O1)NCc1ccncc1	-0.6	50
C[C@@H]1CN([C@H](C)CO)C(=O)c2cc(C#CC3CCCCC3)cnc2O[C@@H]1CN(C)S(=O)(=O)c1ccc(F)cc1	1.8	·
CC(=O)c1ccc(NC(=O)CN(C)S(=O)(=O)c2ccccc2)cc1	-0.2	2
C/C=C/c1ccc2c(c1)O[C@@H](CN(C)C(=O)C1CC1)[C@H](C)CN([C@H](C)CO)S2(=O)=O	·	1
O=C(NCC[C@H]1CC[C@@H](NC(=O)C2CCC2)[C@@H](CO)O1)c1cc(Cl)cc(Cl)c1	0.0	-1
CC(C)NC(=O)N(C)C[C@H]1Oc2ncc(C3=CCCCC3)cc2C(=O)N([C@H](C)CO)C[C@H]1C	-0.2	·

An excerpt from above in order of length of the SMILES, ascending:
SMILES	IDH1 mut inh	PRC2 inh
COc1cc(C(=O)Nc2ccc(C(=O)NCC3CCCO3)cc2)cc(OC)c1OC (stereo not drawn)	-0.1	-14
O=C(CN1CCOCC1)N[C@@H]1CC[C@H](CCNC(=O)C2CCCCC2)O[C@@H]1CO	0.0	-10
Cc1noc(C)c1NC(=O)Nc1ccc2c(c1)C(=O)N([C@@H](C)CO)C[C@H](C)[C@@H](CN(C)C(=O)Nc1ccc3c(c1)OCO3)OCCCC[C@H](C)O2	3.7	·

Not a retest: an excerpt of the list.
SMILES	IDH1 mut inh	PRC2 inh
COc1ccccc1S(=O)(=O)N[C@H]1C=C[C@H](CC(=O)N2CCOCC2)O[C@@H]1CO	0.3	-8
Cc1noc(C)c1NC(=O)Nc1ccc2c(c1)C(=O)N([C@@H](C)CO)C[C@H](C)[C@@H](CN(C)C(=O)Nc1ccc3c(c1)OCO3)OCCCC[C@H](C)O2	3.7	·

Next results follow:
SMILES	IDH1 mut inh	PRC2 inh
O=C(C[C@@H]1CC[C@H](NC(=O)Nc2ccc(C(F)(F)F)cc2)[C@H](CO)O1)NCCN1CCCC1	-0.1	-12
Cc1cc(Br)c(S(=O)(=O)NCc2ccccn2)cc1C	0.1	10
C[C@H](CO)N1C[C@H](C)[C@@H](CN(C)S(=O)(=O)CC(F)(F)F)OCc2ccccc2-c2c(n(C)c3ccccc23)C1=O	·	-20
CC(=O)N(C)C[C@H]1Oc2cc(/C=C/c3ccccc3)ccc2S(=O)(=O)N([C@@H](C)CO)C[C@H]1C	0.7	-11
CO[C@@H]1CN(C)C(=O)c2cc(NC(=O)c3nc4ccccc4s3)ccc2OC[C@H](C)N(Cc2cncnc2)C[C@@H]1C	-0.7	-3
CCS(=O)(=O)NCC[C@@H]1CC[C@@H](NC(=O)C2CCCC2)[C@H](CO)O1	0.4	-11
C[C@H](NC(=O)C[C@@H]1C[C@@H]2c3cc(NC(=O)Cc4ccncc4)ccc3O[C@@H]2[C@H](CO)O1)c1ccccc1	0.0	-2
C[C@@H]1CN([C@@H](C)CO)C(=O)c2cc(C#CCc3ccccc3)cnc2O[C@@H]1CN(C)Cc1cccc(F)c1	-1.5	1
O=c1c2c3c(sc2ncn1/N=C/c1cc(Br)ccc1O)CCCC3	-1.5	-8
COc1ccc(C#Cc2cnc3c(c2)C(=O)N([C@H](C)CO)C[C@H](C)[C@@H](CN(C)C(C)=O)O3)cc1	0.0	-7

Whole records, quoted from the list.
`CC(=O)N(C)C[C@H]1Oc2cc(/C=C/c3ccccc3)ccc2S(=O)(=O)N([C@@H](C)CO)C[C@H]1C` as listed: IDH1 mut inh = 0.7; PRC2 inh = -11
`C[C@H](NC(=O)C[C@@H]1C[C@@H]2c3cc(NC(=O)Cc4ccncc4)ccc3O[C@@H]2[C@H](CO)O1)c1ccccc1` as listed: IDH1 mut inh = 0.0; PRC2 inh = -2

Next results.
SMILES	IDH1 mut inh	PRC2 inh
CCc1ccccc1NC(=O)CSc1nc2sc3c(c2c(=O)n1-c1ccccc1)CCC3	0.3	3
CO[C@H]1CN(C)C(=O)c2ccc(NC(=O)c3ccc(F)cc3)cc2OC[C@H](C)N(C(C)=O)C[C@@H]1C	-0.1	5
O=C(C[C@H]1CC[C@H](NC(=O)c2ccc3c(c2)OCO3)[C@@H](CO)O1)NCc1ccc(Cl)cc1	-0.1	12
COc1ccc(S(=O)(=O)Nc2ccc3c(c2)C(=O)N([C@H](C)CO)C[C@H](C)[C@H](CN(C)S(=O)(=O)c2ccc(C)cc2)OCCCC[C@@H](C)O3)cc1	0.3	·
Cc1ccc(S(=O)(=O)NCCNc2ccc([N+](=O)[O-])cc2)cc1	-0.1	-15
COc1ccccc1NC(=O)N1C[C@@H](C)[C@H](OC)CN(C)C(=O)c2ccc(NC(=O)c3cnccn3)cc2OC[C@H]1C	-0.2	5
COc1ccc(CN(C)C[C@H]2Oc3ccc(NS(=O)(=O)c4cccs4)cc3C(=O)N([C@H](C)CO)C[C@H]2C)cc1	0.5	·
CN(C)c1nc(N)nc(CSc2nnnn2C)n1	1.1	·
C[C@@H]1CN([C@H](C)CO)C(=O)c2cc(-c3ccncc3)cnc2O[C@@H]1CN(C)C(=O)C1CCOCC1	3.7	4
CC(C)NC(=O)N(C)C[C@H]1Oc2ccc(NS(=O)(=O)c3cn(C)cn3)cc2C(=O)N([C@@H](C)CO)C[C@@H]1C	0.7	·

Screens from PubChem.
